TCR-CD3 inh – blocks the human TCR-CD3 interaction; 360,000 tested, 0.37% active; AID 651800; TAMRA-labeled TCR probe fluorescence, biochemical; inhibition, % at 9.4 µM; in the data active = inhibition above about 19%;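 note: recombinant mutant TCR 2C K166C tagged with TAMRA read by polarization; 0% = receptor in buffer alone and 100% = receptor with positive control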
HTRA1 inhibitor – blocks human HTRA1 serine peptidase; recombinant HTRA1, FP-rhodamine activity-based probe, fluorescence polarization; AID 504803; inhibition, % at 5.96 µM; 340,000 tested, 0.5% active; Q92743; in the data active = inhibition above about 36%;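 note: 0% = enzyme with DMSO and 100% = wells lacking enzyme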
Target sequence (Q92743 whole entry, looked up): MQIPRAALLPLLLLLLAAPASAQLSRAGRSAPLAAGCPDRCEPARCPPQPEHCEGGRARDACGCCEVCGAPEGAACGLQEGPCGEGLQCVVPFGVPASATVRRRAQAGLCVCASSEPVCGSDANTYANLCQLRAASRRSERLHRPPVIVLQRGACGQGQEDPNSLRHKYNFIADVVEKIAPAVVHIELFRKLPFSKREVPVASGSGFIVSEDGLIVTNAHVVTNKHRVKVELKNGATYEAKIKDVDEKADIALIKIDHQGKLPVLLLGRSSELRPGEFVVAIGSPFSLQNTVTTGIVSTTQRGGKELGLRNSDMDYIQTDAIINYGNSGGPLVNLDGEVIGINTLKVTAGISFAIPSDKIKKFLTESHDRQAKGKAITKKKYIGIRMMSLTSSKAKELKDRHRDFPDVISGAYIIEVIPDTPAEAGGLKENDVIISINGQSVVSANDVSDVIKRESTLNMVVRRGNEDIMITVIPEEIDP
PG9 binder – PG9 antibody binding by small molecule. TR-FRET gp120-PG9 antibody binding. inhibition, % at 6.7 µM. 360,000 tested, 0.43% active; in the data active = inhibition above about 8.5%
LEDGF integ inh – blocks HIV-1 LEDGF/p75-dependent DNA integration | inhibition, % at 3.7 µM | TR-FRET IN-LEDGF/p75 DNA integration, Eu/Cy5 | 370,000 tested, 0.64% active;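 active = inhibition above the screen-wide mean plus 3 SD, cut at about 13% in these data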;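 note: signal is the Cy5 over europium emission ratio at 671 and 618 nm; 0% = plate median of compound wells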
rCAG RNA binder – binds r(CAG) RNA repeats; r(CAG) RNA repeat, TO-PRO-1 dye displacement fluorescence; inhibition, % at 3 µM; 370,000 tested, 1.3% active;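 active = inhibition above the plate cutoff, the mean of all test compounds on that plate plus 3 SD, cut at about 35% in these data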;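 note: 0% = DMSO alone and 100% = 100 µM mitoxantrone as full dye displacement; higher means more dye released from RNA so lower well fluorescence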
ABHD4 inh – inhibits mouse alpha/beta hydrolase domain 4. Q8VD66. purified mABHD4, FP-Rh probe fluorescence polarization. inhibition, % at 8.92 µM. 370,000 tested, 0.54% active. AID 720543;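 active = inhibition exceeding the mean over every tested compound plus 3 SD, cut at about 30% in these data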;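 note: 0% = plate median of compound wells and 100% = S159A mutant with DMSO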
Target sequence (Q8VD66 whole entry, looked up, the tested form may be a part): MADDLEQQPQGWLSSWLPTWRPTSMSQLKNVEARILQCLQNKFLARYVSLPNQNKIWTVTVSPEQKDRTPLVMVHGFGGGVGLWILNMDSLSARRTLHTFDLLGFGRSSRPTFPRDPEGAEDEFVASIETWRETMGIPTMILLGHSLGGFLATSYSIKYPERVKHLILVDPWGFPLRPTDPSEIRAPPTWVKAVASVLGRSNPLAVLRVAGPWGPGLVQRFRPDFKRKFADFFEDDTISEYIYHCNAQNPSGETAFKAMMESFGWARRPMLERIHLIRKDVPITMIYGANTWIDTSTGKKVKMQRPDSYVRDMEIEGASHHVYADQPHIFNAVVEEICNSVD
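Material: mouse ABHD4 enzyme, wild type; Benchmarks: S159A mutant high control, sample median low control; Buffer or medium: HEPES pH 7.0, NaCl, Pluronic buffer; Signal: fluorescence polarization; Read-out: percent inhibition of probe binding, normalized to plate controls; Timing: pre-incubation 45 min, probe exposure 60 min, at 25 °C; Dosing: 8.92 µM, single dose.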
TDP2 inh – TDP2 (human) inhibition, absorbance primary screen | O95551 | AID 720702 | inhibition, % at 12.8 µM | 370,000 tested, 0.34% active | recombinant TDP2, T5PNP hydrolysis, p-nitrophenol absorbance 415 nm;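 active = inhibition above the mean of all tested compounds plus 3 SD, set per campaign, cut at about 25% in these data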;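 note: 0% = DMSO with enzyme and 100% = buffer with substrate but no TDP2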
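System – recombinant human TDP2 · Quantity – TDP2 enzyme at 120 nM final · Doses – single concentration, 12.8 µM nominal, with 1% DMSO · Incubation – 2 h at 37 °C · Measured by – epi absorbance of p-nitrophenol freed from T5PNP by hydrolysis · Read-out – % inhibition relative to enzyme-containing and enzyme-free wells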
Rev-erbA mod – modulators of human Rev-erb alpha DNA binding. P20393. Rev-erbα–FITC-DNA binding, fluorescence polarization, 90 min. activity, % at 10 µM. 370,000 tested, 0.79% active. AID 1259318;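 active = activity above about 14%, limit read from the data; passing the limit was not always enough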;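 note: 0% = DMSO wells with 35 nM protein and 100% = DMSO wells with 750 nM protein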
PRMT1 FP inh – PRMT1 (human) inhibition, primary screen; Q99873; recombinant PRMT1, activity-based probe fluorescence polarization; inhibition, % at 2.79 µM; 370,000 tested, 1.3% active; AID 652257;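 active = inhibition above about 21% made by adding two undisclosed values, limit read from the data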
SIAE inh – blocks human sialic acid acetylesterase; Q9HAT2; SIAE FP-Rh probe binding, fluorescence polarization; inhibition, % at 9.66 µM; 370,000 tested, 0.69% active; AID 1053197;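 active = inhibition above a cutoff: mean of compounds within the control limits plus 3 SD of those, cut at about 17% in these data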;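 note: 0% = plate median of compound wells and 100% = probe without SIAE protein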
Active calls of the source: *; . = no result given. An excerpt; rates above refer to the full screens.

SMILES	TCR-CD3 inh	HTRA1 inhibitor	PG9 binder	LEDGF integ inh	rCAG RNA binder	ABHD4 inh	TDP2 inh	Rev-erbA mod	PRMT1 FP inh	SIAE inh
Cn1c(O)c(N=NC(=O)Cc2c[nH]c3ccccc23)c2ccccc21	-1	-9	-9.4	-1	5	6	6	1	0	-5
Cc1ccccc1SCC(=O)N1CCN(c2ccc(C(F)(F)F)cn2)CC1	2	-35	0.2	-1	-6	-11	-1	-2	2	3
O=C(NCc1cccs1)C1CC(=O)N(c2ccc(F)cc2)C1 (stereo not given)	-2	3	-0.3	1	-4	0	-6	1	1	5
CN(Cc1ncc[nH]1)C(=O)CC1C(=O)NCCN1Cc1c(F)cccc1Cl (stereo not given)	2	5	-0.9	-8	1	5	-7	-2	3	-7
C/C(=N\NC(=O)Cc1ccc(Cl)cc1)c1cccc(NC(=O)c2cccnc2)c1	5	-12	-2.7	0	0	-10	-6	-1	-5	-12
O=C(c1ccccn1)N1CCN(C(=O)c2ccccn2)CC1	1	3	0.7	2	-1	5	-5	-1	2	-7
CCOc1ccc(NC(=O)c2ccccc2SC)cc1	5	-5	-0.8	-3	1	-7	4	-1	-1	-5
CC(C)NC(=O)CC(=O)N/N=C/c1c(F)cccc1Cl	-4	-1	-1.8	-6	-2	4	-3	-3	6	-1
COc1ccc(C(=O)NC2CCCCCC2)cc1S(=O)(=O)N1CCCc2ccccc21	-6	-13	-1.2	-1	-1	-3	7	-2	1	-8
CN1CCN(Cc2nc3c([nH]2)c(=O)[nH]c(=O)n3C)CC1	1	1	-0.3	2	-2	-4	-4	-2	0	13
COc1ccc(N2C(=O)c3ccccc3S2(=O)=O)cc1	-4	4	-1.0	-2	-2	-7	5	2	-5	3
CCCC1(CCC)NC(=O)N(CC(=O)Nc2ccc(Cl)c(S(=O)(=O)N3CCOCC3)c2)C1=O	-4	-14	-0.6	6	5	-18	-18	-6	-3	-10
CC(=O)c1cccc(OC(=O)Oc2cccc(C(C)=O)c2)c1	4	-4	-1.4	1	-1	-2	-10	-2	-5	1
COc1ccc(CNC(=O)c2cnc(C)cn2)c(OC)c1	-1	4	-2.3	0	3	5	0	-2	0	-1
S=C(Nc1ccccc1Oc1ccccc1)Nc1cccc(Cl)c1Cl	-10	-8	1.8	-4	8	-15	-14	2	5	-9
COCc1ccc(C(=O)N(C)CC2CCCN(CCc3ccc(Cl)cc3)C2)o1 (stereo not given)	-2	1	-1.9	-2	-10	-6	-2	0	0	3
CC/S(=N\S(=O)(=O)c1ccc(C)cc1)c1ccccc1 (stereo not given)	-2	3	-3.7	2	-1	-3	-3	1	1	0
Cc1ccc(-c2cc(C(F)(F)F)n3nc(C(=O)Nc4ccon4)cc3n2)cc1C	8	0	-0.3	2	1	-1	16	-3	0	-1
COc1cc(C2CC(=O)Oc3cc(C)c(Cl)c(C)c32)cc(OC)c1OC (stereo not given)	6	-7	-2.5	2	1	-6	1	2	0	7
CCCCCCCCN1C(=O)[C@H](CC(=O)N2CCC(c3ccccc3)CC2)C[C@@]2(C(=O)OC)CC(C)(C)CC=C12	0	.	0.6	-1	4	-2	4	-1	-2	4
O=C(CCc1ccccc1)Nc1nc2c(F)cc(F)cc2s1	1	-23	-3.5	1	12	-6	-9	3	-4	-2
CN(C)S(=O)(=O)c1cccc(NC(=S)N/N=C/c2cc(Br)ccc2O)c1	18	36	1.4	-5	46*	14	-15	1	-1	16
CCN(CC(=O)Nc1ccc2c(c1)OCCO2)S(=O)(=O)c1ccc(C)cc1	-8	-3	0.1	-2	-1	-13	-14	-1	7	-1
CCCC(C)c1nnc(NC(=O)C2CC(=O)N(c3ccc(OCC)cc3)C2)s1 (stereo not given)	-5	-5	-1.3	-6	2	-15	-7	3	5	17
CCO[C@H]1OC(C(=O)N2CCCCCCC2)=C[C@@H](c2coc3ccccc3c2=O)[C@@H]1CCCO	-1	-2	-0.4	0	-9	2	8	-4	-1	3
O=C(c1cc(F)c(F)cc1Cl)N1CCOCC1	4	-2	0.7	1	1	-8	8	2	-2	2
Cc1cc(=O)c(C(=O)Nc2cccc(N3CCCC3=O)c2)nn1-c1ccccc1Cl	-5	3	1.1	-1	1	-2	-6	-5	0	10
Nc1cc(N)nc(SCC(=O)N2CCCCC2)n1	2	4	1.2	-1	0	-1	11	2	-3	5
COc1ccc(C(=O)N2CCCCC2)cc1S(=O)(=O)Nc1cccc(C(=O)O)c1	4	-7	-0.6	1	2	-1	5	1	2	2
CCOC(=O)C1CCCN(C(=O)CCCOc2cc(=O)n(C)c3ccccc23)C1 (stereo not given)	5	1	-0.4	3	-4	2	-2	-1	-3	10
CC(CCc1ccccc1)NC(=O)C1CCN(C(=O)c2sccc2-n2cccc2)CC1 (stereo not given)	-4	-3	1.7	2	0	5	0	-3	1	7
CCn1nccc1NC(=O)c1csc([C@@H]2C[C@H](O)[C@@H](CO)O2)n1	-1	.	-0.9	0	2	4	4	-2	-3	-1
CC1(c2ccc(Cl)cc2Cl)NC(=O)N(CC(=O)N2CCN(C(=O)c3ccco3)CC2)C1=O (stereo not given)	-4	1	0.0	-3	3	2	5	1	-3	5
O=C(NNC(=O)c1cccc([N+](=O)[O-])c1)c1ccncc1	-4	-4	-2.2	3	-2	-3	0	5	-3	-3
CCc1noc(C)c1C(=O)OCC(=O)Nc1ccc2c(c1)OCO2	1	2	0.1	2	-1	1	0	-7	4	-2
N#C/C(=C(/O)CN1CCOCC1)c1nc(-c2ccccc2)cs1	6	-6	-4.3	-2	24	-5	0	4	-2	2
O=C(Nc1ccccc1)/C(=C/c1ccccc1)NC(=O)c1ccco1	-4	-6	-1.4	3	0	-1	7	-2	-3	4
COC(=O)c1cc(S(=O)(=O)N2CCN(C(C)=O)CC2)cn1C	.	.	.	3	3	3	-12	4	-4	-1
Cn1c(CCN2CCOCC2)nc2cc(NC(=O)COc3ccc(Cl)cc3)ccc21	5	6	-0.1	-1	4	1	-5	0	1	1
COc1cccc(-c2noc(CCCC(=O)NC3CCCC3)n2)c1	2	0	-1.7	1	-3	6	-10	2	0	1
Cc1cccc2c1-c1sc(C(=O)Nc3cccnc3)cc1CO2	-3	-20	-0.8	-6	14	-16	7	-19	4	-20
CCc1ccc2c(CN(C)Cc3ccccc3OC)cc(=O)oc2c1	5	-32	-3.1	1	-7	11	-1	5	-4	0
Cc1ccc(OCC(=O)O/N=C(\N)Cc2cccs2)cc1C	-1	-12	-0.8	1	-3	-6	-6	4	-1	0
Cc1ccc(-n2c(C)cc(C(=O)CN3CCOCC3)c2C)cc1	0	3	-1.3	3	-8	2	0	2	3	-1
CC(=O)Nc1cc(-c2ccc(Cl)cc2)nn1-c1ccccc1	6	-8	-0.6	0	-1	-4	-9	5	-4	9
CCOc1cc(C(=O)N2CCCN(C)CC2)cc(OCC)c1OCC	2	4	0.2	5	-8	-4	0	0	-2	0
O=C(Nc1cccnc1)c1ccccc1-c1ccccc1	-4	-3	-0.2	-6	4	-8	-2	3	2	1
COc1ccccc1N1CCN(C(=O)Nc2ccc([N+](=O)[O-])cc2)CC1	1	-3	-1.7	1	-2	-2	7	8	-2	9
COc1ccc(C(C(=O)NC2CCCCC2)n2c(=O)c(-c3cc4ccccc4[nH]3)nc3ccccc32)cc1 (stereo not given)	-6	.	2.7	0	17	-23	7	-4	-6	-22
CCOC(=O)c1sc(NC(=O)C2CC(=O)N(c3ccc(OCC)cc3)C2)nc1C (stereo not given)	1	-6	-1.5	-5	1	0	-7	1	0	-3

3 compounds out of the list above, sorted by the value under SIAE inh, lowest first:
| compound | SIAE inh |
| --- | --- |
| Cc1cccc2c1-c1sc(C(=O)Nc3cccnc3)cc1CO2 | -20 |
| C/C(=N\NC(=O)Cc1ccc(Cl)cc1)c1cccc(NC(=O)c2cccnc2)c1 | -12 |
| Cc1ccc(-c2cc(C(F)(F)F)n3nc(C(=O)Nc4ccon4)cc3n2)cc1C | -1 |

The results go on:
SMILES	TCR-CD3 inh	HTRA1 inhibitor	PG9 binder	LEDGF integ inh	rCAG RNA binder	ABHD4 inh	TDP2 inh	Rev-erbA mod	PRMT1 FP inh	SIAE inh
O=C(CN1CCCC1)Nc1ccc(-c2nc3cc(NC(=O)CN4CCCC4)ccc3o2)cc1	3	-9	2.2	0	3	7	11	-1	-1	1
COc1ccc(OCc2cc(=O)[nH]c3ccccc23)cc1	5	-10	-0.5	1	3	0	10	3	6	-2
CNc1nc2c3ccccc3n(C(C)=O)c2s1	-4	9	-15	-8	4	5	-6	.	4	6
CCn1c(SCC(=O)NCc2ccco2)nnc1C1CCCC1	0	1	-1.2	-1	1	1	-3	-6	0	-2
COc1ccc(C2=Nc3ccccc3N(C(=O)Cc3cc(OC)cc(OC)c3)C2C(=O)NC(C)C)cc1 (stereo not given)	-11	.	-1.6	-3	2	-11	-9	2	10	-2
CS(=O)(=O)c1ccccc1C(=O)Nc1ccc(S(=O)(=O)N2CCCC2)cc1	-4	-1	1.3	-6	7	5	-2	-1	-1	1
c1ccc(Cn2c(CN3CCCC3)nc3ccccc32)cc1	-1	-20	1.5	4	-4	1	4	-6	2	-3
O=C(Nc1cccc(S(=O)(=O)N2CCOCC2)c1)[C@@H]1CCCN1S(=O)(=O)c1ccc(Cl)cc1	8	-1	-1.1	2	2	1	6	5	2	2
CCn1cc(C(=O)Nc2ccc(C)c([N+](=O)[O-])c2)cn1	-6	7	0.0	-3	3	-5	3	4	0	2
CC(C)=NNc1nc(-c2ccccc2)c(C)s1	-8	0	-1.0	-4	13	2	-3	-1	7	1
COc1ccc(OC)c(N2C(=O)CC(C(C)c3ccccc3)C2=O)c1 (stereo not given)	3	3	2.1	2	4	-2	-12	1	3	5
CCNc1nc(SCC(=O)Nc2ccc(Cl)c(Cl)c2)nc(N2CCOCC2)n1	-2	-43	1.6	0	1	0	-1	7	3	-2
COc1ccccc1OCC(=O)Nc1nc2c(s1)CCCC2	-5	-6	-1.2	0	-4	-1	6	-2	2	-3
CC(Sc1nc2ccccc2s1)C(=O)NCc1ccc2c(c1)OCO2 (stereo not given)	8	-10	1.7	-2	5	-3	4	-4	3	4
N#C/C(=C\c1cn(CCOc2ccccc2)c2ccccc12)C(=O)NCc1ccco1	1	-11	-3.4	-1	4	0	1	3	-4	-7
CC(OC(=O)C1CSC2(C)CCC(=O)N12)C(=O)Nc1ccc(F)cc1 (stereo not given)	8	4	1.1	-3	0	8	8	7	1	8
CC(C)c1ccc(N2CC(C)(C)C2=O)cc1	-3	3	-1.6	0	-5	3	-10	-10	-2	-5
O=C1NC[C@@H](CCCCN2C[C@H](Cc3ccccc3)N(Cc3ccccc3)C(=O)C2=O)N(CC2CCCCC2)C1=O	4	.	1.5	-1	1	7	-2	2	-4	-4
COc1ccc(OC)c(CCNC(=O)CS(=O)(=O)Cc2nc(-c3ccccc3C)oc2C)c1	-5	-6	1.9	0	4	2	15	1	2	-2
CCc1nc(C)cc(N)c1OCc1ccccc1	-14	-1	1.0	-7	2	-13	-5	2	7	-2
